Source: PubChem BioAssay (National Center for Advancing Translational Sciences (NCATS))
GCN5L2 inh: inhibitors of human GCN5L2 histone acetyltransferase; Q92830; GCN5L2 HAT assay, ThioGlo1 CoA-SH fluorescence; Potency, µM (top dose mostly 58.9 µM), for the others: top-dose activity change, negative = inhibition, most hits filed as inhibitors; 0.21% of 390,000 active; AID 504327
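Compounds, pin-transferred from DMSO stocks, meet 20nM GCN5L2 for 15 min before the reaction begins with H3(1-25) peptide (75uM) and acetyl-CoA (70uM). Thiol-reactive ThioGlo1 reports CoA release over 20 min at room temperature.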
TDP1 block: inhibitors of human tyrosyl-DNA phosphodiesterase TDP1. Q9NUW8. recombinant TDP1, AlphaScreen DNA substrate cleavage. Potency, µM (series often up to 130 µM), for the others: at the highest dose activity change, negative = inhibition, most hits filed as inhibitors. 0.28% of 350,000 active; also: nearly all actives have a fitted effect of over 40% in size
Target sequence (Q9NUW8 whole entry, looked up): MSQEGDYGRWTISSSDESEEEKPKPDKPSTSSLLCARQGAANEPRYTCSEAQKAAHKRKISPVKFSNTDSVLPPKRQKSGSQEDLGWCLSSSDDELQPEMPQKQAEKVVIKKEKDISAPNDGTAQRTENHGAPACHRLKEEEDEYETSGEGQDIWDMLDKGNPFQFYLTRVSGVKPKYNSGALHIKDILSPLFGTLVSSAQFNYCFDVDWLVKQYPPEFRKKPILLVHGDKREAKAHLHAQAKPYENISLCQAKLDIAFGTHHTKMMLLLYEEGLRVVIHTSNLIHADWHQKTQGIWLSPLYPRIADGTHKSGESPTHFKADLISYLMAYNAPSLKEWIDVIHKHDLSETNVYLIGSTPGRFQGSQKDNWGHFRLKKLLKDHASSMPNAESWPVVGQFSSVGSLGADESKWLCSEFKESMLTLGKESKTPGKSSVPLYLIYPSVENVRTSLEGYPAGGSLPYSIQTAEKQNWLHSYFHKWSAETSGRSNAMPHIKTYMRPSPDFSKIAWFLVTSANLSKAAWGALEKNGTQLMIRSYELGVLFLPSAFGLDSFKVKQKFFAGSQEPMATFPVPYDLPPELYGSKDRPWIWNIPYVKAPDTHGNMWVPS
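Recombinant E. coli-expressed Tdp1 (1 nM) preincubated with compound 15 min at RT, then 5'-biotin/3'-phosphotyrosine-FITC DNA substrate (15 nM) added for 5 min. AlphaScreen beads (10 ug/ml) added, 10 min RT; tyrosine-FITC cleavage read as signal loss.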
TDP1 cell noCPT: qHTS for Inhibitors of human tyrosyl-DNA phosphodiesterase 1 (TDP1): qHTS in cells in absence of CPT; DT40 Tdp1-/- hTDP1 cells, no CPT, ATP luminescence, 48 h; Potency, µM (top dose mostly 46.2 µM), without a hit: top-dose activity change, negative = growth inhibition, actives largely listed as inhibitors; 15% of 420,000 active; also: nearly all actives have a fitted effect of over 55% in size
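Chicken DT40 Tdp1-/- cells complemented with human TDP1, screened without camptothecin (DMSO vehicle only), 400 cells/well. Compounds pin-transferred, cells incubated at 37 °C for at least 48 hr. Growth read as ATP-dependent luminescence (CellTiter-Glo, 30 min at RT).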
* = called active by the depositor; ? = inconclusive; . = not tested or not shown; [ ] = another dose, or the depositor's remark. Calls follow the shape of the dose curve; as a rule, active = well fitted curve in the direction sought with a large enough effect; inconclusive = small, poorly fitted or top-dose-only effect, or another doubt; inactive = no such curve, though single readings can be large; an effect the other way counts as inactive or inconclusive. % is scaled to controls: 0 for no effect and ±100 for the full control effect; potency is read from the fitted curve at half-maximal effect.

Values in the order: GCN5L2 inh	TDP1 block	TDP1 cell noCPT
> CC1(C)CC2CC(C)(CN2S(=O)(=O)c2cccc(C(=O)OCC(N)=O)c2)C1 (centres undefined)
  0%	.	?
> CC(C)NC(=O)c1ccccc1S(=O)c1ccccc1C#N (centres undefined)
  -9%	3%	-24%
> CCN(C(=O)COC(=O)c1cccc(S(=O)(=O)N(CC)CC)c1)C1CCS(=O)(=O)C1 (centres undefined)
  -2%	-3%	-2%
> COc1ccc(N2CCN(C(=O)CSc3ncnc4c3cnn4-c3ccccc3C)CC2)cc1
  -5%	2%	?
> CC(Oc1cc2oc(=O)c3c(c2cc1Cl)CCC3)C(=O)NC1CC(C)(C)NC(C)(C)C1 (centres undefined)
  -2%	2%	-2%
> CCOC(=O)c1nnn(-c2nonc2N)c1-c1ccc(OCC)cc1
  -5%	-1%	-28%
> Cc1ccc2nc(-c3cccnc3)cc(C(=O)Nc3ccc(F)cc3C)c2c1
  -5%	0%	?
> CCC(=O)Nc1ccc(N2CCCCC2)cc1
  -9%	2%	-7%
> Cc1cccc(NC(=O)C2CCN(S(=O)(=O)c3ccc4ccccc4c3)CC2)n1
  -7%	1%	?
> O=C(NCCSc1ccccn1)c1ccc(Cl)cc1Cl
  -7%	-3%	?
> CCCNc1nc(C)cc(-c2cc(-c3ccc(Cl)cc3)on2)n1
  27%	2%	?
> COc1ccc(C(=O)OCC(=O)Nc2ccc(N3CCOCC3)cc2)cc1
  0%	-1%	-6%
> CCOC(=O)C1Oc2ccccc2C(c2ccc(C)cc2)=C1C(=O)OC (centres undefined)
  -8%	-6%[56.1 µM]	?
> COC(=O)CSc1nc(N)c2c3c(sc2n1)C(c1ccccc1)SC(c1ccccc1)C3 (centres undefined)
  -6%	8%	2.6µM*
> O=C(NNc1ncccc1-n1cccc1)c1ccc(Cl)cc1
  -3%	-1%	7.3µM*
> O=C(CCCN1C(=O)c2ccccc2C1=O)Nc1nnc(C2CC2)s1
  -4%	0%	-4%
> NC[C@H](Cc1ccccc1)NCCCCC1CCCCC1
  -2%	-2%	?
> Cc1cc(NC(=O)Nc2ccc(Cl)cc2)n(C(C)(C)C)n1
  -2%	.	6%
> Cc1cccc(N/N=C/c2ccccc2O)c1
  -11%	4%	-8%
> O=C1/C(=C\c2cccnc2)SC(=S)N1c1ccc(F)cc1
  -4%	-2%	-17%
> COc1ccc(-n2c(O)c(C=NCC(c3ccco3)N3CCCC3)c3ccccc3c2=O)cc1OC (centres undefined)
  -3%	9%	-13%
> CC(C)c1ccc(NC(=O)COc2ccc(C3SCCS3)cc2)cc1
  4%	0%	23µM*
> COc1cc2c(cc1OC)C1=C(C#N)CCC(=NC(=O)c3ccco3)N1CC2
  1%	0%	-12%
> Cc1cccc(C(=O)OCC(=O)c2c(C)[nH]c3ccccc23)c1O
  -1%	0%	?
> COc1cc2c(cc1OC)C(COc1ccccc1OC)N(C(=O)c1ccccc1OC)CC2 (centres undefined)
  1%	10%	18µM*
> COc1ccc(-c2cc(=O)oc3cc(OCC(=O)Nc4ccccn4)ccc23)cc1
  -6%	0%	?
> O=C(NCc1cccc(Br)c1)C1CC(c2ccccc2C(F)(F)F)=NO1 (centres undefined)
  29%	1%	18µM*
> COc1ccc(NC(=O)Cn2c(C)cc(=O)c3cccc(OC)c32)cc1
  -4%	2%	6%
> Cc1ccc(N2CCN(C(=O)c3cc(COc4c(C)cccc4C)on3)CC2)c(C)c1
  -11%	-1%	?
> Cc1cc(C)c(C#N)c(Oc2ccccc2Br)n1
  -13%	-2%	-4%
> CCC(=O)Nc1ccccc1C(=O)OCC(=O)c1ccc2ccccc2c1
  ?	-1%	?
> COc1ccc(NC(=O)Cn2ccc3c(OC)cccc3c2=O)cc1
  -23%	.	4%
> CCc1ccccc1NC(=O)c1cc2nc(-c3ccc(OC)c(OC)c3)cc(C(F)(F)F)n2n1
  -4%	6%	.
> COc1ccc(CN(C#N)c2nc(SC)nc(N(C)C)n2)cc1
  -5%	0%	-64%
> O=C(c1cccc(F)c1)N1CCc2ccccc21
  3%	-1%	-21%
> CC1=C(C)CS(=O)N(c2ccc(S(N)(=O)=O)cc2)C1 (centres undefined)
  -5%	0%	23µM*
> O=C(Oc1cccc([N+](=O)[O-])c1)c1ccc2c(=O)n3c(nc2c1)CCC3
  -9%	.	-4%
> O=C(Nc1cc2c(cc1Cl)OCCCO2)c1ccc(F)cc1
  -2%	-3%	-5%
> COc1ccccc1C(=O)NNC1=NS(=O)(=O)c2ccccc21
  ?	.	-10%
> CCc1ccc(C(=O)Nc2ccc(S(=O)(=O)Nc3nc(C)cc(C)n3)cc2)o1
  -22%	0%	-20%
> O=C(c1c(F)cccc1F)N1CCC(n2nnc3cc(C(F)(F)F)ccc32)CC1
  19%	-5%	?
> COc1ccc(-c2cc(C(=O)Nc3c(C(=O)c4ccc(C)c(F)c4)oc4ccccc34)no2)cc1
  -2%	-1%	-13%
> O=S(=O)(c1ccc2c(c1)OCCO2)N1CCN(Cc2ccccc2)CC1
  -12%	4%	-19%
> COc1ccc(S(=O)(=O)N(CC(=O)NCc2ccncc2)Cc2ccccc2)cc1
  -6%	.	12µM*
> COc1ccc(NC(=O)CC2C(=O)N(c3ccc(C)cc3)C(=O)N2Cc2cccnc2)cc1 (centres undefined)
  -3%	6%	?
> Cc1ccc(NC(=O)CSc2nnc3ccc4ccccc4n23)cc1
  -2%	2%	?
> Cc1cc(/C=N\NC(=O)COc2cccc3cccnc23)c(C)n1-c1ccccc1
  -4%	0%	-20%
> O=C(CSc1ccc(Cl)cc1)NC1CCCc2ccccc21 (centres undefined)
  -1%	3%	-15%
> CC(C)c1ccc(OCC(=O)NNC(=S)NC(=O)c2ccco2)c(Br)c1
  -3%	1%	?
> Cc1cc(/C=C(\C#N)C(N)=O)c(C)n1-c1ccc(N2CCOCC2)c([N+](=O)[O-])c1
  -4%	7%	23µM*
> Cc1ccc(-c2ccc(=O)n(CCC(=O)NCCc3ccccc3)n2)cc1
  -3%	10%	?
> O=C1C(Cl)=C(NCCN2CCCCC2)C(=O)c2ccccc21
  -1%	2%	?
> COc1cccc(OC)c1OCCCOc1ccc(C)cc1Br
  -5%	8%	?
> NC(=S)c1cc2cc(Br)ccc2oc1=O
  -5%	4%	-29%
> COc1ccc(CNS(=O)(=O)c2ccc(F)c(C(=O)Nc3c(C)cc(C)cc3C)c2)cc1
  -2%	-3%	-28%
> COc1ccc(CSc2ncnc3sccc23)cc1F
  -10%	0%	-17%
> O=C(CN1C(=O)CCC1=O)NNc1ccc2ccccc2c1
  -3%	-3%	-13%
> Oc1c(C=C2N=c3ccccc3=N2)sc(=S)n1C1CCCC1
  20%	3%	-40%
> CCn1c(CNc2cccc(C(F)(F)F)c2)n[nH]c1=S
  -7%	-10%	-13%
> CCCCOc1ccc(C(=O)NCC(=O)N(C)Cc2nc3ccccc3c(=O)[nH]2)cc1
  1%	0%	6%

(next part)
Values in the order: GCN5L2 inh	TDP1 block	TDP1 cell noCPT
> CC(C)CNS(=O)(=O)c1ccc(OCC(=O)Nc2ccc3c(c2)OCO3)c(Cl)c1
  -4%	0%	3%
> O=C(Nc1c(C(=O)N2CCOCC2)cnn1-c1ccccc1)c1ccccc1
  2%	5%	-9%
> NC(=O)c1ccc(SCC(=O)OCC(=O)NCc2cccs2)c([N+](=O)[O-])c1
  1%	-1%[56.1 µM]	14%
> O=C(OCc1nc2ccccc2s1)c1cccc(S(=O)(=O)N2CCOCC2)c1
  -7%	2%	16%
> CC(C)(C)OC(=O)N1CCC[C@H]1C(=O)O
  -2%	11%	-3%
> CC(NC(=O)CNC(=O)C1CCCCC1)c1ccc(S(N)(=O)=O)cc1 (centres undefined)
  -4%	1%	-9%
> CC(C)N(C(=O)CSc1ccc(S(=O)(=O)N2CCCCC2)cn1)C(C)C
  -10%	-1%	-27%
> COc1cc2c(cc1OC)N1C(=O)CC(OCC(=O)O)C3C4CC5(CCN5C(=O)C4=O)C2C31 (centres undefined)
  3%	3%	6%
> COc1cc(N2Cc3ccccc3C2)ccc1C=O
  -2%	.	?
> COc1cccc(C(=O)Nc2nc3c(s2)CCCC3)c1
  -18%	7%	?
> C=CCOC(=O)c1[nH]c2c(c1C)C(=O)CC(c1cc(OC)c(OC)c(OC)c1)C2 (centres undefined)
  -1%	0%	7.3µM*
> O=C(NCCCc1ccccc1)c1ccc(Br)o1
  2%	1%	?
> O=[N+]([O-])c1ccc(Cl)c(NC2=NCCCCC2)c1
  0%	0%	1%
> O=C(O)c1cc(-c2ccc(/C=C3\NC(=O)N(c4ccccc4)C3=O)o2)ccc1Cl
  ?	8.9µM*	4.1µM*
> COc1ccc(S(=O)(=O)n2nc(C)c(S(=O)(=O)N3CCCCCC3)c2C)cc1C
  2%	-2%	7%
> CCN(C(=O)COc1cc(=O)n(C)c2ccccc12)c1cccc(C(F)(F)F)c1
  -4%	7%	?
> O=C(CCN1CCOCC1)NNC(=O)c1ccc([N+](=O)[O-])cc1[N+](=O)[O-]
  2%	2%	-16%
> Cc1cc(C)c(C#N)c(Oc2ccccc2)n1
  -3%	-3%	-6%
> CCC(C)NC(=O)CNC(=O)c1nn(-c2ccc(OC)cc2)c(=O)c2ccccc12 (centres undefined)
  9%	.	-14%
> O=c1c2cc(Cl)ccc2[nH]c(=S)n1Cc1cccs1
  1%	-2%	?
> Cc1cc(OCc2cc(C(=O)NCCN3CCCCC3CO)no2)cc(C)c1Cl (centres undefined)
  -18%	1%	?
> Cc1ccc2cc(CCNS(=O)(=O)c3ccc(Cl)cc3)c(=O)[nH]c2c1C
  -4%	-5%	23µM*
> COc1ccccc1C(O)(C(=O)NN(C)c1ccccc1)c1ccccc1OC
  -2%	3%	-1%
> CSc1ccc(CCNC(=O)Cn2ncn3c(cc4ccccc43)c2=O)cc1
  -3%	6%	-12%
> COc1ccc(-n2ncc(C(=O)Nc3ccc(C)cc3Cl)c2C2CCN(C(=O)OC(C)(C)C)CC2)cc1
  -4%	4%	16µM*
> O=C(CCn1c(=O)c2ccccc2n(Cc2cccc([N+](=O)[O-])c2)c1=O)N1CCc2ccccc2C1
  -5%	3%	?
> O=S(=O)(NCCc1csc(-c2ccccc2)n1)c1cccnc1
  -12%	.	-6%
> CCOC(=O)N1CCN(S(=O)(=O)c2ccc(C(=O)Nc3nnc(C)o3)cc2)CC1
  0%	3%	-2%
> Cc1ccc(NC(=O)CSc2nnc(CNC(=O)c3ccccc3F)o2)cc1Cl
  -18%	1%	7%
> COc1cc(OC)c(NC(=O)c2noc3c2CSc2ccccc2-3)cc1Cl
  -9%	0%	-14%
> CCOC(=O)CON1C(=O)C(=O)N(OCC(=O)OCC)C2CCCCC21 (centres undefined)
  -2%	-3%	12%
> CN(CC(=O)Nc1c(Cl)cccc1Cl)C(=O)c1ccc2nc[nH]c2c1
  -7%	.	-19%
> Cc1cccc(C(=O)Nc2ccc(N3CC=C(c4ccccc4C)CC3)c(C(=O)O)c2)c1
  0%	-4%	?
> Cc1ccc(C(=O)N/C(=C\c2cccc([N+](=O)[O-])c2)C(=O)NCc2ccncc2)cc1
  -2%	3%	-12%
> Cc1cc(NC(=O)CSc2nnc(-c3ccco3)n2N)no1
  1%	-8%	-1%
> CC(Sc1nn(-c2ccc(Cl)cc2)c(=S)s1)C(=O)NCC1CCCO1 (centres undefined)
  2%	-3%[0.505 µM]	?
> CCOC(=O)CN1C(=O)N[C@@H](c2cccc(F)c2)C(C(=O)OC)=C1C
  .	9%[21 µM]	?

Some of the compounds tested; the hit share may differ from the screen's.
